High-throughput results as filed in PubChem BioAssay.
Mtb FBA inh: Mtb fructose-bisphosphate aldolase inhibition. P9WQA3. purified M. tuberculosis FBA, fluorescence read-out. inhibition, % at 1 µM. actives 2.3% (n = 360,000); in the data active = inhibition above about 27%;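 note: 0% = vehicle and 100% = reference inhibitor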
Target sequence (P9WQA3 whole entry, looked up): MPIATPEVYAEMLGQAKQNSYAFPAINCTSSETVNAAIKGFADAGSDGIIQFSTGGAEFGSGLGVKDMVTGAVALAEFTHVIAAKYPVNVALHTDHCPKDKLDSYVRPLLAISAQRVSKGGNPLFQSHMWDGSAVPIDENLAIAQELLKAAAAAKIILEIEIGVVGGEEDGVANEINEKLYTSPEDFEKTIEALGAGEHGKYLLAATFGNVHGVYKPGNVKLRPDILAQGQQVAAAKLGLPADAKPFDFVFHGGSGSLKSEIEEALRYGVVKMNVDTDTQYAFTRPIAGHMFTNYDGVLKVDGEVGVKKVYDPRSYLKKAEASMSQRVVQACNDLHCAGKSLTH
BoNT-A LC inh2: blocks Botulinum neurotoxin A light chain protease. inhibition, % at 10 µM. actives 0.17% (n = 360,000). AID 588499. multiplex microsphere protease substrate cleavage, flow cytometry; note: plate controls were buffer without enzyme for full effect and enzyme alone for no effect
Anthrax LF prot: blocks Bacillus anthracis lethal factor protease. P15917. multiplex microsphere protease cleavage assay, LF. inhibition, % at 10 µM. actives 0.12% (n = 360,000); note: plate controls were buffer without enzyme for full effect and enzyme alone for no effect
BoNT-F LC inh: inhibitors of Botulinum neurotoxin F light chain protease | AID 588497 | inhibition, % at 10 µM | actives 0.22% (n = 360,000) | Multiplex microsphere protease cleavage assay, flow cytometry; in the data active = inhibition above about 35%, passing the limit was not always enough; inconclusive = no clear call, values can overlap the other calls; note: plate controls were buffer without enzyme for full effect and enzyme alone for no effect
FadD28 FP inh: inhibitors of Mycobacterium tuberculosis FadD28 bisubstrate binding; actives 0.22% (n = 360,000); FadD28 bisubstrate probe binding, fluorescence polarization; AID 588549; inhibition, % at 12.5 µM; in the data active = inhibition above about 8.5%, passing the limit was not always enough; inconclusive = no clear call, values can overlap the other calls
UGM FP inh: inhibitors of M. tuberculosis UDP-galactopyranose mutase; P9WIQ1; purified UGM, fluorescence polarization probe displacement; inhibition, % at 10 µM; actives 0.06% (n = 320,000); AID 504406; in the data active = inhibition above about 10%, passing the limit was not always enough; inconclusive = no clear call, values can overlap the other calls
Target sequence (P9WIQ1 whole entry, looked up): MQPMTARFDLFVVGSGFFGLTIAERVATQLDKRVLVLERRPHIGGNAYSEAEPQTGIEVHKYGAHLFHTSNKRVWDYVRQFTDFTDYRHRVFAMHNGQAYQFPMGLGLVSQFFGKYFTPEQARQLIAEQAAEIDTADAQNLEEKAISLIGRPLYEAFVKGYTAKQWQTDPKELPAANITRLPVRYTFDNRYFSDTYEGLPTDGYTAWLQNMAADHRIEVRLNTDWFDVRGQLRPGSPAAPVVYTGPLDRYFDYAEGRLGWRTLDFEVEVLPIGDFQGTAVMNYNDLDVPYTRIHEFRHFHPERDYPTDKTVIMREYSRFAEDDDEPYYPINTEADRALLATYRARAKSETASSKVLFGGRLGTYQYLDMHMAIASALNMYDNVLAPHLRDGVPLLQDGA
PfHsp40 yeast: compounds rescuing yeast from Plasmodium falciparum HSP40 toxicity | S. cerevisiae expressing PfHsp40, growth rescue, ATP luminescence | AID 504582 | actives 0.68% (n = 340,000) | growth rescue, % at 12.5 µM; in the data active = growth rescue above about 28%, passing the limit was not always enough; inconclusive = no clear call, values can overlap the other calls;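 note: yeast W303a lacking pdr1 and pdr3 grown in galactose medium; growth measured after three days at 30 °C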
GDH-TPI counter: counter-screen for M. tuberculosis FBA inhibitors: GDH-TPI coupled enzymes | GDH-TPI coupled enzyme counterscreen, NADH absorbance | inhibition, % at 4.8 µM | actives 1.2% (n = 360,000); in the data active = inhibition above about 30%;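 note: 0% = DMSO wells and 100% = wells lacking the enzyme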
Mtb BioA inh: inhibitors of Mycobacterium tuberculosis BioA enzyme; purified M. tuberculosis BioA enzyme, plate reader; inhibition, % at 9.99 µM; actives 0.096% (n = 360,000); AID 602481; in the data active = inhibition above about 40%; inconclusive = no clear call, values can overlap the other calls
Starred values were filed as active, the others as inactive; u = inconclusive; x = not tested or not shown; & = joins results of further samples. Cut-off read from the data, not from the text of the source, unless noted: active = inhibition above about 30%; inconclusive = no clear call, values can overlap the other calls; inactive = below that.

Preview:
SMILES	Mtb FBA inh	BoNT-A LC inh2	Anthrax LF prot	BoNT-F LC inh	FadD28 FP inh	UGM FP inh	PfHsp40 yeast	GDH-TPI counter	Mtb BioA inh
CCOc1ccc(-c2nonc2NC(=O)c2ccco2)cc1	0	2.6	0	-2	-0.8	0.8	1.6	0	0.2
CSc1ncccc1C(=O)N1CCCC(Nc2ccc(C)c(C)c2)C1 (stereo unspecified)	2	0.1	0	-8	-0.8	0.2	0.5	3	2.3
Cc1noc(C)c1C(=O)OC(C)C(=O)Nc1ccc([N+](=O)[O-])cc1C(F)(F)F (stereo unspecified)	3	-0.4	-1	-4	0.3	x	x	8	-1.1
CCc1ccc(NC(=O)CCc2c(C)nn(-c3ccc(N4CCCCC4)nn3)c2C)cc1	0	-1.1	1	-7	0.2	2.2	7.4	1	-0.5
Cn1nnnc1SCc1ccc(Cl)cc1	0	-0.4	-7	-6	-0.8	-0.9	-0.5	4	x
Cc1cccc(C(=O)Nc2ccc(O)cc2)c1	2	-0.8	-3	3	-3.9	-1.9	-0.4	-4	0.3
CC(C)Oc1ccc(CN2CCCC(CO)(Cc3ccc(F)cc3)C2)cc1 (stereo unspecified)	0	-0.2	-7	-3	-1.7	-1.1	0.6	0	-1.5

The list itself (from the top)
SMILES	Mtb FBA inh	BoNT-A LC inh2	Anthrax LF prot	BoNT-F LC inh	FadD28 FP inh	UGM FP inh	PfHsp40 yeast	GDH-TPI counter	Mtb BioA inh
CCOc1ccc(-c2nonc2NC(=O)c2ccco2)cc1	0	2.6	0	-2	-0.8	0.8	1.6	0	0.2
CSc1ncccc1C(=O)N1CCCC(Nc2ccc(C)c(C)c2)C1 (stereo unspecified)	2	0.1	0	-8	-0.8	0.2	0.5	3	2.3
Cc1noc(C)c1C(=O)OC(C)C(=O)Nc1ccc([N+](=O)[O-])cc1C(F)(F)F (stereo unspecified)	3	-0.4	-1	-4	0.3	x	x	8	-1.1
CCc1ccc(NC(=O)CCc2c(C)nn(-c3ccc(N4CCCCC4)nn3)c2C)cc1	0	-1.1	1	-7	0.2	2.2	7.4	1	-0.5
Cn1nnnc1SCc1ccc(Cl)cc1	0	-0.4	-7	-6	-0.8	-0.9	-0.5	4	x
Cc1cccc(C(=O)Nc2ccc(O)cc2)c1	2	-0.8	-3	3	-3.9	-1.9	-0.4	-4	0.3
CC(C)Oc1ccc(CN2CCCC(CO)(Cc3ccc(F)cc3)C2)cc1 (stereo unspecified)	0	-0.2	-7	-3	-1.7	-1.1	0.6	0	-1.5
CCCN1CCCc2ccccc21	-2	u	u	x	-1.5	-1.0	0.0	10	-0.7
N#Cc1cccc(-n2nnnc2-c2ccc3c(c2)OCO3)c1	6	-0.3	-2	6	1.1	-0.7	6.0	4	1.3
Cc1cc(OCC(=O)NCCO)ccc1Cl	0	0.5	3	8	-0.3	-2.4	-0.3	8	-0.6
CCCCNc1ccc(C(CC(N)=O)NC(=O)Cc2cccc3ccccc23)cc1[N+](=O)[O-] (stereo unspecified)	-1	-0.5	-4	2	-2.9	1.0	-1.3	0	0.5
CN(c1ccccc1)S(=O)(=O)c1ccc(NC(=S)Nc2ccccc2)cc1	0	-0.3	-1	2	-2.0	0.5	0.2	-10	6.3
CC1CCCCC1NC(=O)CSc1nnnn1-c1ccccc1 (stereo unspecified)	1	0.7	-2	1	-3.4	1.4	1.9	-1	-2.3
COc1cccc(CNC(=O)c2cc(=O)[nH]c3ccc(S(=O)(=O)N4CCOCC4)cc23)c1	0	-1.0	-5	-10	-0.5	-3.2	-2.0	-3	-0.3
O=C(Nc1cc(Cl)ccc1Cl)P(=O)(O)c1ccccc1	-2	-0.6	-3	-8	-3.5	x	-1.5	-4	1.0
Cc1cc2c(NCC(C)O)ncnc2s1 (stereo unspecified)	-3	0.0	2	7	-2.1	0.7	-2.1	-6	-2.0
O=[N+]([O-])c1ccc(-c2ccc(/C=N/Nc3nc(NCc4ccccc4)nc(N4CCOCC4)n3)o2)cc1	-9	10	6	2	-2.6	-8.3	0.7	12	x
CC(=O)c1cccc(NC(=O)CNC(=O)Cc2cccc3ccccc23)c1	1	-0.4	3	-4	-3.0	6.2	-0.8	8	2.4
COc1ccc(CCC2(C)NC(=O)N(C(C)C(=O)Nc3ccccc3F)C2=O)cc1 (stereo unspecified)	2	0.5	-5	-8	-1.6	0.1	3.2	-7	-1.5
CCOC(=O)c1ccc(N2C(=O)C(O)=C(C(C)=O)C2c2ccc([N+](=O)[O-])cc2)cc1 (stereo unspecified)	-3	-0.3	-5	-26	-3.5	0.9	-0.6	32*	11
COc1ccc(N(CC(=O)Nc2ccc(Cl)cc2)S(=O)(=O)c2c(C)n[nH]c2C)cc1	1	-2.6	0	-7	-3.7	-3.4	0.3	6	-0.7
O=C(C1CCN(S(=O)(=O)c2ccccc2[N+](=O)[O-])CC1)N1CCOCC1	3	-0.1	0	-6	-0.6	-1.9	-1.0	-1	0.3
CSc1ccc(C(=O)C2CCCN(Cc3cccn3-c3cccnc3)C2)cc1 (stereo unspecified)	-4	-0.8	-4	-2	-3.4	-0.2	-0.5	7	-1.3
CN(C)CCCNC(=S)N1CCC(C(=O)c2ccc(Cl)cc2)CC1	1	-0.4	-5	-3	-1.1	x	x	11	-0.8
Cc1nc(N2CCN(c3ccccn3)CC2)c2c(C)c(C(=O)Nc3c(F)cc(F)cc3Br)sc2n1	0	0.2	-1	-3	-3.5	1.1	2.4	20	-2.1

Remaining list, next part.
SMILES	Mtb FBA inh	BoNT-A LC inh2	Anthrax LF prot	BoNT-F LC inh	FadD28 FP inh	UGM FP inh	PfHsp40 yeast	GDH-TPI counter	Mtb BioA inh
CC(=O)Cn1c(N2CCC(Cc3ccccc3)CC2)nc2c1c(=O)[nH]c(=O)n2C	1	0.2	-1	-5	-1.1	-0.2	-0.8	6	-0.7
O=C(CSC1=NS(=O)(=O)c2cc(F)ccc2N1)NCc1ccc(F)cc1	0	0.7	u	-5	-0.7	0.5	0.0	8	x
COc1cc(Nc2ccc(S(=O)(=O)N3CCN(C)CC3)cc2[N+](=O)[O-])cc(OC)c1	2	-0.2	-3	2	0.0	3.1	-0.1	3	-0.3
Cc1ccc(NC(=O)COC(=O)C2CCC(=O)N2)c([N+](=O)[O-])c1 (stereo unspecified)	3	0.2	-8	-6	-1.1	1.2	1.3	-1	x
O=C(COc1ccccc1O)N1CCN(C(=O)c2ccco2)CC1	0	0.0	-3	-1	0.5	-1.8	-1.2	11	-0.8
O=[N+]([O-])c1ccc(O)c2ncccc12	-25	-1.1	-4	-6	-3.5	-0.9	u	-1	1.8&1.4
COc1cc(N2CCCC2)c(OC)cc1/C=C(/C#N)c1cccc(Br)c1	-5	14	7	169*	2.8	1.0	-1.5	4	-1.9
O=C(Nc1ccc(Cl)cc1)c1ccc(OC2CSC2)cc1	5	-0.1	-2	-2	-2.8	-1.2	0.7	-11	x
CN(CC(=O)O/N=C(\N)c1ccccn1)S(=O)(=O)c1ccccc1	0	2.6	-5	1	-1.7	1.2	3.5	-8	x
CCOc1ccc(N2CC(C(=O)Nc3ccccc3N3CCCC3)CC2=O)cc1 (stereo unspecified)	1	-23	-6	-62	0.3	-1.4	-0.2	6	1.6
CCCCCCSc1ccc([C@H]2N[C@@](Cc3ccccc3)(C(=O)OC)[C@H]3C(=O)N(C)C(=O)[C@@H]23)cc1	5	-0.2	-9	0	1.2	-0.7	-0.7	19	-1.5
O=C(CN1C(=O)NC2(CCOc3ccccc32)C1=O)c1ccc(Cl)s1 (stereo unspecified)	0	-0.1	-2	1	9.6*	-1.3	-1.3	0	0.3
O=C(Cc1ccccc1F)NNC(=O)c1cccs1	1	0.3	-1	2	-0.9	-0.6	0.8	6	0.5
COc1ccc(CNC(=O)c2cc(C3CC3)nc3c2cnn3C(C)C)cc1OC	1	0.1	-4	-8	-2.5	0.2	0.0	-1	-0.5
CC(=O)NC(Cc1ccccc1)C(=O)NC1CCN(C(=O)c2cnccn2)CC1 (stereo unspecified)	2	u	-1	-1	0.8	0.2	0.6	1	x
CN=C(NC1CCCCC1)c1ccc([N+](=O)[O-])cc1	1	-1.3	16	-17	0.1	-1.2	-0.4	9	-1.4
Cc1cc(OCC(=O)NCCc2c[nH]c3ccccc23)c2c(C)cc(=O)oc2c1	2	-0.9	-6	-11	-1.2	-1.0	2.2	12	1.1
O=C(NCc1cccnc1)c1ccc(NC(=O)c2ccc([N+](=O)[O-])cc2)cc1	2	-1.1	-5	6	-0.7	-1.6	-0.6	16	-0.1
Cc1ccc(NC(=O)CSc2nc(C)c(C)c(C)n2)cc1S(=O)(=O)N1CCOCC1	3	-0.6	1	5	-2.2	0.9	1.7	5	1.4
COc1ccc(-c2cc3c(=O)n(CC(=O)NCc4cccnc4)ncn3n2)cc1	19	0.2	-7	-1	-0.6	-5.3	0.1	1	-1.3
CCOc1nc(C)ccc1-c1noc(-c2ccccc2OC)n1	4	2.1	8	22	-1.6	-3.1	1.5	-8	-1.1
Cc1ccc(S(=O)(=O)N(CC(=O)N/N=C/c2cccc(C)c2)c2cccc3cccnc23)cc1	1	0.6	-4	u	-0.8	-3.2	-0.8	-1	-0.8
COC(=O)c1ccc(CNC(=O)CC[C@H]2O[C@@H](n3cc(C)c(=O)[nH]c3=O)C[C@@H]2O)cc1	0	-0.5	2	0	-0.5	x	x	x	0.2
CCc1ccc(CNC(=O)C(=O)NCC2CCCO2)cc1 (stereo unspecified)	7	0.0	-1	-11	-1.5	0.5	0.0	-4	1.7
CC1CCCC(C)N1C(=O)CSc1nnnn1Cc1ccccc1 (stereo unspecified)	2	0.2	1	-4	-3.3	0.8	0.7	2	0.5

Carrying on:
SMILES	Mtb FBA inh	BoNT-A LC inh2	Anthrax LF prot	BoNT-F LC inh	FadD28 FP inh	UGM FP inh	PfHsp40 yeast	GDH-TPI counter	Mtb BioA inh
COCCCNC(=O)c1cccc2c(-c3cccc(C(N)=O)c3)coc12	-2	0.2	-6	-3	-5.1	x	x	1	3.0
COc1ccc(N(CC(=O)N2CCCCCC2)S(=O)(=O)c2ccccc2[N+](=O)[O-])c(OC)c1	1	-0.6	-2	4	-2.1	-0.4	0.7	3	-1.7
COC(=O)c1ccccc1COc1cccn2c(N(C)C(=O)CCC3CCCC3)c(C)nc12	-2	-0.2	4	-2	-5.3	x	x	3	8.7
CCOc1ccc(/C(O)=C2/C(=O)C(=O)N(CC3CCCO3)C2c2cccs2)cc1 (stereo unspecified)	-1	-0.8	-1	-1	-1.1	3.4	-1.0	15	x
Fc1cc(Br)ccc1NC(=S)NCCc1ccccc1	1	0.3	3	8	-1.9	-0.9	2.2	7	x
O=C(NCCNC(=O)c1cc(OCC(F)(F)F)ccc1OCC(F)(F)F)Nc1ccccc1	-1	-0.4	-16	-12	-0.6	-0.1	0.7	5	-2.2
O=C(NCC1CCCO1)c1ccc(N2CCCCC2)nc1 (stereo unspecified)	1	-1.0	0	-5	0.9	0.9	0.1	14	-0.2
O=C(CSc1ccccc1F)NC(=O)c1ccccc1Br	-2	-0.4	0	1	-1.2	-1.4	0.5	3	-4.3
CC(=O)c1ccc2c(ccc3ccccc32)c1	11	-0.4	0	0	0.8	-1.5	0.4	-15	1.4
CCN(C(=O)COC(=O)CCS(=O)(=O)c1ccccc1)c1c(N)n(Cc2ccccc2)c(=O)[nH]c1=O	0	-0.2	3	-4	-3.8	x	0.0	-6	0.0
Nc1c2c(nc3ccc(Br)cc13)N(c1ccccc1)CC2	10	6.6	4	0	-1.7	2.5	1.3	-2	-1.9

Random excerpt: 2 records from the list
SMILES	Mtb FBA inh	BoNT-A LC inh2	Anthrax LF prot	BoNT-F LC inh	FadD28 FP inh	UGM FP inh	PfHsp40 yeast	GDH-TPI counter	Mtb BioA inh
CC(=O)c1ccc2c(ccc3ccccc32)c1	11	-0.4	0	0	0.8	-1.5	0.4	-15	1.4
O=C(CSc1ccccc1F)NC(=O)c1ccccc1Br	-2	-0.4	0	1	-1.2	-1.4	0.5	3	-4.3
